Screening data from PubChem.
Bim-Bcl-W = human Bim-Bcl-W interaction inhibition; Q92843; bead-based flow cytometry, Bim peptide-Bcl-W binding; inhibition, % at 10 µM; actives 0.02% (n = 190,000); AID 952;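 also: 0% = bound tracer without compound and 100% = peptide blocker; higher means less fluorescent Bim peptide bound to Bcl-W beads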
Bcl-B Bim block = human Bim-Bcl-B interaction inhibition; inhibition, % at 10 µM; Q9HD36; bead-based flow cytometry, Bim peptide-Bcl-B binding; actives 0.073% (n = 190,000);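 also: 0% = tracer peptide without compound and 100% = reference inhibitor peptide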
RGS4-Gao reg = human RGS4-Galphao interaction regulation | P09471 | Multiplexed bead flow cytometry, RGS4-Galphao binding; actives lie on both sides | binding response (% of control), % at 10 µM | actives 0.33% (n = 220,000) | AID 1415; in the data active = binding response below about 49% or above about 150%; inactive = in between;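 also: fluorescent Galphao activated with aluminum fluoride binding bead-coupled RGS4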
Bfl-1 Bim block = inhibitors of Bim-Bfl-1 interaction, human. inhibition, % at 10 µM. actives 0.12% (n = 190,000). Bead-based flow cytometry, Bim-Bfl-1 binding inhibition. AID 1008;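 also: 0% = wells without compound plus tracer and 100% = blocker peptide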
ABCG2 block = inhibitors of human ABCG2 transporter, ABCB1 counter-screen; inhibition, % at 6.6 µM; AID 1325; actives 0.1% (n = 190,000); Q9UNQ0; IgMXP3 cells, JC-1 efflux, flow cytometry;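 active = inhibition above 80%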;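 also: 0% = DMSO and 100% = nicardipine control wells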
Target sequence (Q9UNQ0 whole entry, looked up): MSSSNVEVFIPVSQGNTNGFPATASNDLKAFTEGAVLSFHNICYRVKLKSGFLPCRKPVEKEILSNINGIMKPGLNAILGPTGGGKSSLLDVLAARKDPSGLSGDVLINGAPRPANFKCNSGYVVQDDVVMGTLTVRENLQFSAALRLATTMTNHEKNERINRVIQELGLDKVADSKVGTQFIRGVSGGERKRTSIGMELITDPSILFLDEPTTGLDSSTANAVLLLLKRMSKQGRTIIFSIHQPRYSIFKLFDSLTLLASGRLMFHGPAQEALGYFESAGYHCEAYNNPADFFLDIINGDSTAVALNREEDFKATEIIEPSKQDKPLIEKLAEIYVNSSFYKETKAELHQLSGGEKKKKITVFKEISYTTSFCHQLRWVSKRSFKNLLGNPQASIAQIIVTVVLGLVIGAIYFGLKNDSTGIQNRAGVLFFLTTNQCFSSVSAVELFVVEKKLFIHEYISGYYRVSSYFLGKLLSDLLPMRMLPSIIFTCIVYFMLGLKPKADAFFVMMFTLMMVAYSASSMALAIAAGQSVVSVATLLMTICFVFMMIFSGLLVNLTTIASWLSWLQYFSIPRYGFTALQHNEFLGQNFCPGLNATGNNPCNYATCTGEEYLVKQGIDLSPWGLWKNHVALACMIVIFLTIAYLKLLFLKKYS
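Times: 10 min at 25 °C | Test system: Two drug-resistant human cell lines, ABCG2 and ABCB1 | Quantity: 3 million cells/mL final, two lines in 1:1 ratio | Signal: Flow cytometry, 530 nm JC-1 signal | Dosing: Compound at 6.6 µM | Controls: Nicardipine and DMSO wells | Reagent: JC-1 as fluorescent efflux pump substrate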
Bim-Bcl-XL = disrupts Bim peptide binding to human Bcl-XL | AID 1007 | inhibition, % at 10 µM | bead flow cytometry, fluorescence | actives 0.04% (n = 190,000)
Bcl-2 Bim block = disrupts Bim peptide binding to human Bcl-2; actives 0.06% (n = 190,000); Bead-based flow cytometry, Bim peptide-Bcl-2 binding; inhibition, % at 10 µM; AID 950; P10415; in the data active = inhibition above about 40%; inconclusive = no clear call, values can overlap the other calls;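 also: 0% = no compound wells with probe peptide and 100% = reference peptide inhibitor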
Target sequence (P10415 whole entry, looked up): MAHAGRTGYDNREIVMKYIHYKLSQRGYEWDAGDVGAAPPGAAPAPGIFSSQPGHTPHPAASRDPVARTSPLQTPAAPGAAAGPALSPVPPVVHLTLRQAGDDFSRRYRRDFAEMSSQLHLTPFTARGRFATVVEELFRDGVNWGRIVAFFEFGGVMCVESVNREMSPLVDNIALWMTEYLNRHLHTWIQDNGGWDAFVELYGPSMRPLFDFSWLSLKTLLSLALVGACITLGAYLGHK
RGS7-Gao = modulates binding of RGS7 to human Galphao. P09471. binding response (% of control), % at 10 µM. Multiplexed bead flow cytometry; actives lie on both sides. actives 0.35% (n = 220,000). AID 1439; in the data active = binding response below about 49% or above about 150%; inconclusive = no clear call, values can overlap the other calls; inactive = in between;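 also: fluorescent Galphao held in activated GDP-AlF4 state binding bead-coupled RGS7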
ABCB1 inh = inhibitors of human ABCB1 transporter, ABCG2 counter-screen; P08183; CCRF-Adr cells, JC-1 efflux, flow cytometry; inhibition, % at 6.6 µM; actives 0.067% (n = 190,000); AID 1326; in the data active = inhibition above about 40%;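 also: 0% = vehicle and 100% = reference inhibitor; higher value means more JC-1 retained so stronger ABCB1 efflux block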
GSH bead fluor = compound fluoresces at 488/530 nm on GSH beads; GSH beads flow cytometry, compound fluorescence 488/530 nm; stronger effect = higher value; fluorescence (KMESF) at 10 µM; actives 0.25% (n = 190,000); AID 1776; in the data active = fluorescence above about 89;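 also: glutathione beads carrying GST-tagged Bcl family fusion proteins plus one bare bead set; values are compound well signal with DMSO vehicle wells as background; inactives centre near 16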
RGS8-Gao = regulators of human RGS8-Galphao interaction | multiplexed bead flow cytometry, RGS8-Galphao binding; actives lie on both sides | actives 0.34% (n = 220,000) | P09471 | AID 1423 | response (percent of control binding), % at 10 µM; in the data active = response below about 60% or above about 140%; inactive = in between;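 also: Galphao activated as the GDP aluminium fluoride complex binding bead-coupled RGS8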
Numbers without * were called inactive; ? = inconclusive. Rule as the data show it, unless noted: active = inhibition above about 40%.

SMILES	Bim-Bcl-W	Bcl-B Bim block	RGS4-Gao reg	Bfl-1 Bim block	ABCG2 block	Bim-Bcl-XL	Bcl-2 Bim block	RGS7-Gao	ABCB1 inh	GSH bead fluor	RGS8-Gao
COC(=O)c1c(C)[nH]c(-c2csc(N)n2)c1C	0.0	-3.0	98.3	-1.0	0.8	1.0	0.0	100.2	0.3	11	101.7
CCOc1cc(N2CCOCC2)c(OCC)cc1NC(=O)c1c(-c2ccccc2Cl)noc1C	-2.0	-3.0	102.1	-6.0	1.9	-4.0	-5.0	98.5	0.5	11	105.6
CCN(CC)S(=O)(=O)c1ccc2c(c1)N(CC(=O)N(CCc1ccncc1)C(C)C)C(=O)CO2	-5.0	-1.0	100.4	1.0	30.9	-3.0	-2.0	107.0	0.6	11	102.0
Cc1ccccc1CNC(=O)CCc1ccccc1	0.0	0.0	91.0	-6.0	0.5	-1.0	4.0	93.0	0.2	15	95.5
COc1cccc(NC(=O)CCN2CCN(C)CC2)c1	1.0	-4.0	108.5	-13.0	0.5	-3.0	-3.0	103.3	0.2	15	105.0
Cc1c(NC(=O)c2cc(=O)[nH]c3ccccc23)c(=O)n(-c2ccccc2)n1C	-1.0	-2.0	98.9	-2.0	4.6	-3.0	0.0	103.8	0.9	18	99.2
O=C1CC(c2ccccc2)c2cc(O)ccc2O1 (stereo not drawn)	0.0	-6.0	101.3	-9.0	28.3	-5.0	-3.0	102.9	0.1	19	96.2
CCOc1ccc(CCNC(=O)COC(=O)c2cc(OC)cc(OC)c2)cc1OCC	-2.0	-5.0	102.3	-6.0	22.3	-2.0	-6.0	?	1.7	13	101.5
Cc1ccc(C(=O)N/C(=C\c2ccco2)C(=O)NCC2CCCO2)cc1C (stereo not drawn)	0.0	-2.0	99.2	-9.0	1.8	-2.0	-6.0	95.9	0.4	5	101.5
O=C(O)c1cc(-c2ccc(/C=N/N3C(=O)C4C5C=CC(CC5)C4C3=O)o2)ccc1Cl (stereo not drawn)	-1.0	-2.0	101.6	-6.0	-0.5	-2.0	-4.0	104.5	-0.3	9	100.6
Cc1ccsc1-c1nc(C(N)=O)c2[nH]c(=O)n(-c3ccc(Cl)cc3)c2n1	1.0	0.0	108.4	3.0	0.0	4.0	4.0	100.7	-0.9	9	108.0
Cc1nn(-c2ccccc2)c(N2CCCC2)c1/C=N/Nc1ccc(S(N)(=O)=O)cc1[N+](=O)[O-]	-3.0	-11.0	101.3	-6.0	46.6	-7.0	-8.0	97.2	4.3	10	98.8
CC1CCN(S(=O)(=O)c2ccc(Br)s2)CC1	3.0	-6.0	96.8	-9.0	-2.0	-3.0	-6.0	100.7	0.2	14	101.4
Cc1cccc(OCc2nnc(SC(C)C(=O)O)n2Cc2ccccc2)c1 (stereo not drawn)	-2.0	-1.0	93.9	-6.0	1.9	-5.0	-6.0	90.6	0.9	10	95.5
CCOC(=O)CCc1nc2ccccc2[nH]c1=O	0.0	-3.0	111.6	-11.0	0.1	-4.0	-2.0	103.9	-0.1	20	107.2
Cn1cc([N+](=O)[O-])c(C(=O)Nc2ccc3nc(-c4ccccc4)[nH]c3c2)n1	-2.0	-8.0	104.5	0.0	-12.9	-1.0	-3.0	104.1	-1.5	9	103.3
CCS(=O)(=O)N1CCC(C(=O)NCc2cccnc2)CC1	-3.0	0.0	99.9	-1.0	0.0	-1.0	-4.0	98.1	0.0	21	100.8
COc1cc(C(=O)Nc2nc3ccc4nc(C)sc4c3s2)cc(OC)c1OC	-6.0	2.0	104.6	-3.0	-0.5	0.0	-1.0	102.9	-0.4	15	103.1
Cc1ccc(C)c2c1[nH]c1ccc([N+](=O)[O-])cc12	2.0	-7.0	99.0	-10.0	16.2	-1.0	-11.0	100.4	0.8	12	99.8
O=C1CCCC2=C1C(c1ccncc1)n1c(nc3ccccc31)N2 (stereo not drawn)	-5.0	-6.0	98.2	-9.0	11.8	-8.0	-2.0	?	0.8	16	99.8
COc1cc(CC(=O)NCc2ccc3c(c2)OCO3)cc(OC)c1OC	0.0	-7.0	96.1	-12.0	0.2	-5.0	-7.0	96.5	0.2	32	96.5
COc1ccc(C2CC(c3ccc(Cl)cc3)n3nc(N)nc3N2)cc1 (stereo not drawn)	2.0	-3.0	94.1	-9.0	-0.1	0.0	-6.0	95.7	-0.1	22	97.2
Cc1cccc(Nc2n[nH]c(=S)s2)c1C	-1.0	-22.0	99.7	-5.0	0.5	0.0	-8.0	100.8	-0.1	49	97.4
O=C(CN(Cc1ccc2c(c1)OCO2)C(=O)CNS(=O)(=O)c1ccccc1)NCC1CCCO1 (stereo not drawn)	0.0	0.0	109.6	0.0	2.1	-1.0	-3.0	106.5	0.9	11	103.7

Of the compounds above, these contain a furan ring, fused or not.
SMILES	Bim-Bcl-W	Bcl-B Bim block	RGS4-Gao reg	Bfl-1 Bim block	ABCG2 block	Bim-Bcl-XL	Bcl-2 Bim block	RGS7-Gao	ABCB1 inh	GSH bead fluor	RGS8-Gao
Cc1ccc(C(=O)N/C(=C\c2ccco2)C(=O)NCC2CCCO2)cc1C (stereo not drawn)	0.0	-2.0	99.2	-9.0	1.8	-2.0	-6.0	95.9	0.4	5	101.5
O=C(O)c1cc(-c2ccc(/C=N/N3C(=O)C4C5C=CC(CC5)C4C3=O)o2)ccc1Cl (stereo not drawn)	-1.0	-2.0	101.6	-6.0	-0.5	-2.0	-4.0	104.5	-0.3	9	100.6

New compounds follow:
SMILES	Bim-Bcl-W	Bcl-B Bim block	RGS4-Gao reg	Bfl-1 Bim block	ABCG2 block	Bim-Bcl-XL	Bcl-2 Bim block	RGS7-Gao	ABCB1 inh	GSH bead fluor	RGS8-Gao
CC(=O)Nc1ccc(C#Cc2ccc(NC(C)=O)cc2)cc1	0.0	0.0	99.0	-2.0	2.8	-1.0	-1.0	102.7	0.4	16	100.8
Cc1ccc(C)c2sc(NC(=O)c3ccc(N4C(=O)CCC4=O)cc3)nc12	-9.0	-4.0	99.2	-5.0	0.9	-11.0	-7.0	103.2	-0.6	13	101.5
COCc1cc(=O)[nH]c(/N=C(\N)Nc2ccc(C)cc2C)n1	0.0	-2.0	98.0	-3.0	0.5	-2.0	-1.0	94.7	-0.1	12	98.7
COc1cccc(N(CC(=O)N2CCN(C)CC2)S(=O)(=O)c2ccc(C)cc2)c1	-3.0	-3.0	99.2	-4.0	0.8	-2.0	-5.0	98.0	0.6	68	100.7
c1ccc(NC(=NCc2ccco2)c2ccccc2)cc1	-3.0	-7.0	101.1	-19.0	3.7	-9.0	-8.0	99.3	0.9	21	101.1
O=C(Nc1nccs1)c1cc(Cl)ccc1[N+](=O)[O-]	-1.0	0.0	105.1	0.0	6.1	-2.0	1.0	109.7	-0.1	9	109.3
CN1/C(=C/C(=O)C2CCC2)Sc2ccccc21	4.0	3.0	96.2	4.0	1.9	3.0	5.0	97.7	0.1	42	94.0
COc1cc(Br)cc(-c2nc3c(c(=O)[nH]c(=O)n3Cc3ccccc3)n2C)c1O	9.0	-4.0	104.7	6.0	0.5	0.0	2.0	100.1	0.0	6	102.1
Cc1ccc(CN(Cc2cccnc2)C(=O)CN2C(=O)COc3ccccc32)o1	1.0	-3.0	101.2	-24.0	1.5	3.0	1.0	105.6	0.7	16	92.4
Cc1ccc(NC(=S)N(CCCN2CCN(C)CC2)Cc2cccs2)cc1	-6.0	-7.0	101.4	-8.0	-0.7	-4.0	-4.0	100.0	0.0	9	99.6
COc1ccc(C(=O)NC(=S)Nc2ccc(N3CCCC3)cc2)cc1OC	-4.0	-10.0	97.8	-11.0	-1.5	-5.0	-6.0	104.2	-0.3	9	97.8
COCCCn1c(=O)/c(=C\c2ccccc2OC(F)F)s/c1=C(/C#N)C(=O)N1CCOCC1	1.0	-2.0	99.5	-4.0	8.0	1.0	0.0	?	1.5	13	99.8
Cc1ccc(O)c(C(=O)c2cc(C#N)c(=O)n(Cc3ccccc3)c2)c1	0.0	-5.0	101.1	-4.0	3.1	-1.0	0.0	91.5	1.4	11	101.1
CC(C)OCCCNC(=O)CN1CCN(Cc2ccccc2Cl)C1=O	7.0	-2.0	99.4	-9.0	1.3	0.0	-4.0	97.7	1.0	37	101.9
CN=c1scc(-c2cc(OC)ccc2OC)n1/N=C/c1c(C)[nH]c2ccccc12	-3.0	-12.0	97.2	-6.0	-6.3	-8.0	-5.0	100.3	-0.4	11	97.8
Cc1nc2ccc(S(=O)(=O)NCC(=O)N3CCCCC3)cc2s1	-3.0	-8.0	120.0	-8.0	0.0	-7.0	-6.0	110.2	0.0	35	107.3
CN(N)c1nc2ccccc2nc1C(F)(F)F	-2.0	-1.0	99.0	0.0	5.3	-4.0	0.0	?	0.6	16	104.7
CCN(CC)CCN1C(=O)c2ccccc2NC1c1cc(OC)c(OC)c(OC)c1 (stereo not drawn)	-1.0	0.0	100.4	1.0	2.7	-1.0	0.0	101.9	0.7	23	97.4
O=C(CSc1ccc2nnc(CCNC(=O)c3ccccc3)n2n1)Nc1ccccc1F	-3.0	-4.0	98.4	-7.0	6.8	-3.0	-6.0	?	0.4	16	95.9
CC(=C1C(=O)c2ccccc2C1=O)N1CCC(C(N)=O)(N2CCCCC2)CC1	4.0	-3.0	98.6	0.0	0.9	-7.0	-3.0	90.1	0.1	33	94.2
C=CCn1c(SCC(=O)O)nnc1-c1ccc(C(C)(C)C)cc1	-2.0	-13.0	99.7	-7.0	3.5	-4.0	-8.0	111.9	1.0	24	100.4
Nc1cc(C(=O)O)ccc1Nc1ccccc1	-1.0	-3.0	101.7	0.0	1.4	-1.0	-2.0	99.0	0.1	13	99.5
COc1ccccc1-c1nnc2sc(COc3ccccc3)nn12	-2.0	-4.0	97.6	4.0	2.3	-2.0	12.0	97.0	0.2	19	101.6
CC1(c2ccc(OC(F)F)cc2)NC(=O)N(/N=C/c2c(O)ccc3ccccc23)C1=O (stereo not drawn)	-2.0	-10.0	101.7	-13.0	-1.0	-11.0	-4.0	102.2	0.4	12	98.5
CCn1c(SCc2nc3scc(-c4ccccc4)c3c(=O)[nH]2)nnc1-c1ccc(Cl)cc1	-4.0	-4.0	90.4	-2.0	1.7	-2.0	0.0	93.7	0.5	3	92.7
Cc1ccc(SCc2cc(=O)[nH]c(/N=C(\N)Nc3ccc(C)c(C)c3)n2)cc1	1.0	-9.0	102.1	-10.0	1.1	-5.0	-10.0	102.0	0.0	13	105.7
COc1ccc(N(C(=O)Cn2nnc(-c3ccccc3F)n2)C(C(=O)NCC2CCCO2)c2ccc(Cl)cc2)cc1 (stereo not drawn)	-4.0	0.0	98.9	1.0	0.6	0.0	-2.0	97.1	0.3	9	95.7
Cn1c(=O)c2c(SCC(=O)N3CCOCC3)nc(C3CCCCC3)nc2n(C)c1=O	0.0	-3.0	99.7	-7.0	3.1	-5.0	-3.0	99.5	0.9	23	101.1
